MT stabilize HCS – microtubule stabilizers in HeLa cells, primary screen, imaging, high-content imaging; HeLa tubulin immunostaining HCS, 24 h; share of cells brighter than vehicle mean+2SD; % tubulin-high responders, % at 10 µM; hit rate 0.83% among 200,000;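 active = plate Z-score above 3 for both tubulin-high and condensed-nucleus cell shares, with cell loss under 80%, at 10 µM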;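 also: anti alpha tubulin signal scored within the nucleus-defined area of each cell; some results filed as inactive read as strong as hits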
Dynein transport – inhibitors of GR-EGFP nuclear translocation, primary screen, dynein cargo transport inhibitor project, imaging, high-content, 3617.4 mouse cells | test concentration mostly 20 µM; stimulated with dexamethasone, 1 µM; stronger effect = lower value | z-score, hits read low | hit rate 0.47% among 220,000 | AID 1381, 2008;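 active = plate z-score of nuclear minus cytoplasmic receptor signal below a set negative limit, without overly bright fluorescence or cell loss, cut at about -3.5 in these data, passing the limit was not always enough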;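 also: z-score of nuclear minus cytoplasmic ring GR-EGFP intensity difference per well; some compounds called inactive have numbers as strong as hits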
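Also added – dexamethasone, 1.0 µM final · Buffer or medium – tet-free, stripped-serum medium · Schedule – induction 48 h, compound 1 h, agonist 30 min · Detection – formaldehyde fixation, Hoechst nuclear stain, 10x automated fluorescence imaging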
b-catenin transl – modulators of beta-catenin nuclear translocation, primary screen, imaging, HeLa cells, immunofluorescence, high-content. nuclear translocation activity, % at 5 µM. hit rate 0.3% among 190,000. AID 1665, 2009;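 active = nuclear translocation activity above 50% at 5 µM, with a well cell count of 50 or more; inconclusive = wells under 50 cells across six images, flagged as toxic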;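 also: per-cell ratio of nuclear to cytoplasmic median beta-catenin stain intensity; plate controls were DMSO negative control for no effect and GSK-3 inhibitor IX positive control for full effect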
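Test system: human HeLa cells, native beta-catenin. Compound dosing: 5 µM primary single dose, 0.1% DMSO, 0.02–20 µM confirmation series. Incubation: compound exposure 24 h at 37°C. Detection: beta-catenin immunostaining with DAPI counterstain, 20x imaging, 6 fields/well. Read-out basis: Nuclear/cytoplasmic beta-catenin signal ratio, % activation.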
Autophagy mod – autophagy modulators in MEF cells, primary screen, imaging, high-content, MEF GFP-LC3; calls only at 10 µM (by protocol); MEF GFP-LC3 puncta imaging; test concentration mostly 10 µM; hit rate 0.98% among 190,000;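 active = percentage of spot-positive cells more than 3 SD above its plate mean, without a fluorescence outlier flag or 80% toxicity; inconclusive = no clear call, values can overlap the other calls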;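 also: spot-positive cell cutoff set from DMSO-treated cells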
Insulin prom up – insulin promoter activators in MIN6 cells, imaging, high-content screening, mouse beta cells | MIN6 insulin promoter-GFP reporter; stronger effect = higher value | z-score at 5 µM | hit rate 0.3% among 190,000 | AID 1625, 2009;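 active = z-score above 3 at 5 µM with at least 500 cells counted in the well; inconclusive = wells under 500 cells, flagged as cytotoxic or low count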
WT yeast gro inh – growth inhibition of WT strain, primary screen, mitochondrial fusion inhibitor project, WT and mutant strains, chemical genetic. mitochondrial fusion phenotypic screen. inhibition, % at 10 µM. hit rate 2.1% among 190,000. AID 1362, 2008; in the data active = inhibition above about 58%; tested in S. cerevisiae
Lipid droplet – inhibitors of hepatocyte lipid droplet formation, primary screen, imaging, high-throughput imaging, BODIPY stain | AML12 mouse hepatocytes, oleate lipid droplets | hit rate 0.4% among 240,000 | inhibition, % at 6.5 µM | AID 1656, 2009;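 active = lipid droplet intensity inhibited by at least 50%, with more than 500 cells counted; inconclusive = wells with under 300 cells, treated as cytotoxic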
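System: AML12 hepatocytes (mouse). Probe or stimulus: oleic acid at 100 µM to induce lipid droplet formation. Times: overnight treatment with compound plus oleate. Detection: Image-based BODIPY and DAPI two-channel analysis. Evaluation: percent inhibition of filter-corrected integrated lipid droplet intensity per well.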
Yfh1-off respiration – enhancers of respiration in Yfh1-depleted yeast, dose response, Friedreich's ataxia, plus single-dose screen (AID 1465); fold induction at 50 µM, or EC50 in µM where a hit was titrated; S. cerevisiae Yfh1-off respiration, WST-1 reduction, 72 h; higher fold induction means a stronger effect; hit rate 0.074% among 220,000;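 active = fold induction of absorbance versus untreated yeast above a set limit, then at least 30% activation at any dose in follow-up; inconclusive = repeats straddling the limit, or above it without dose testing; inactive = fold induction below the set limit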;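 also: activators that raise dye reduction in frataxin-depleted yeast; strong numbers were not always called active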
HEK293 NOD2/NF-kB – NOD2 signaling inhibitors, cell-based, luminescence, uHTS, HEK293 (AID 1566); hit rate 0.63% among 290,000; inhibition, % at 4 µM, or EC50 in µM where a hit was titrated; HEK293 NOD2/NF-kB luciferase reporter, luminescence; higher % means a stronger effect; in the data active = inhibition above about 50%; also: many of its hits are not listed in these tables
WT yeast gro inh mutant strain – recorded beside WT yeast gro inh, whose call it bears; inhibition, %; mitochondrial fusion phenotypic screen, mutant strain inhibition
Dynein transport cytoplasmic EGFP – further read-out of Dynein transport, marked with its call; z-score; measured here: cytoplasmic GR-EGFP intensity; stronger effect = higher value
Dynein transport nuclear GR-EGFP – recorded beside Dynein transport, whose call it bears; z-score; measured here: nuclear GR-EGFP intensity;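 lower value marks the stronger effect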
Dynein transport cell count – further read-out of Dynein transport, marked with its call; z-score; measured here: cell count per field
Insulin prom up cell count – also measured in Insulin prom up; calls as there; cell count; measured here: cytotoxicity, nuclei count;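 total cells summed across four imaged fields per well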
Lipid droplet cells 6.5 µM – recorded beside Lipid droplet, whose call it bears; cell count; measured here: cell count, cytotoxicity flag;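 cells counted across two imaged fields per well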
b-catenin transl cell count 5 µM – further read-out of b-catenin transl, marked with its call; cell count; measured here: cell count, cytotoxicity flag
MT stabilize HCS Hoechst-high % – second read-out of MT stabilize HCS, no call of its own (marks repeat the call); % Hoechst-high responders; measured here: nuclear condensation Hoechst responders;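 share of cells brighter than vehicle mean plus two SD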
MT stabilize HCS cytotoxicity % – recorded beside MT stabilize HCS, whose call it bears; toxicity, %; measured here: cytotoxicity by cell density;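 0% = mean cell density of plate MIN control wells and 100% = no cells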
Autophagy mod cell loss 18 h – further read-out of Autophagy mod, marked with its call; toxicity, %; measured here: cell loss, nuclei count;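 cell loss after 18 h compound exposure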
Numbers without * were called inactive; i = inactive; u = inconclusive; x = not tested or not shown. The list is partial (hit frequency here may not be typical).

molecule	MT stabilize HCS	MT stabilize HCS Hoechst-high %	MT stabilize HCS cytotoxicity %	Dynein transport	Dynein transport cytoplasmic EGFP	Dynein transport nuclear GR-EGFP	Dynein transport cell count	b-catenin transl	b-catenin transl cell count 5 µM	Autophagy mod	Autophagy mod cell loss 18 h	Insulin prom up	Insulin prom up cell count	WT yeast gro inh	WT yeast gro inh mutant strain	Lipid droplet	Lipid droplet cells 6.5 µM	Yfh1-off respiration	HEK293 NOD2/NF-kB
COc1cccc(-c2nnn(CC(C)=O)n2)c1	4.0	1.9	6.8	0.0272	0.00428	0.462	0.228	-2.4	560	i	-5.5	1.29	1300	-21.1	-0.1	-1.5	717	i	-27.1%
O=C(O)C1C(C(=O)O)C1(c1ccccc1)c1ccccc1 (stereo not drawn)	x	x	x	-1.04	-0.231	-0.458	1.56	0.4	1405	x	x	0.19	1160	x	x	-11.1	722	i	2.1%
COc1cc(NC(=O)C2CCN(S(=O)(=O)c3ccc(Cl)cc3)CC2)ccc1-n1cnnn1	2.3	1.9	4.9	-0.227	-0.225	0.00961	0.417	-4.6	1192	i	-1.3	0.15	1237	-21.2	-46.3	8.8	783	i	-51.3%
Cc1c(NC(=O)c2noc(C(C)C)c2[N+](=O)[O-])c(=O)n(-c2ccccc2)n1C	4.5	1.4	5.4	-0.485	-0.174	-0.268	-0.226	x	x	i	22.6	-1.54	865	14.4	2.8	x	x	i	6.2%
CC(C)c1ccc(OCC(=O)NC(Cc2c[nH]c3ccccc23)C(=O)O)cc1 (stereo not drawn)	1.9	2.3	6.7	-0.103	-0.378	-0.211	0.0797	1.9	1007	i	1.7	0.26	1268	-6.4	11.6	-19.9	700	i	8.9%
COCCN(C(=O)CN1CCc2ccccc2C1)c1c(N)n(Cc2ccccc2)c(=O)[nH]c1=O	2.8	2.0	7.9	-0.634	-0.15	-0.144	0.107	0.7	1397	i	0.9	0.36	1421	12.0	1.9	x	x	i	-12.3%
Nc1nc(CN2CCCCCC2)nc(Nc2ccccc2)n1	3.5	1.6	10.6	-0.645	-0.162	-0.551	1	1.1	1020	i	8.0	-0.62	1481	-10.6	-10.2	-4.8	641	i	2.7%
CS(=O)Cc1cc(Oc2ccccc2)nc(-c2ccncc2)n1 (stereo not drawn)	3.1	1.6	9.7	0.972	-0.131	0.528	-0.481	0.6	1127	i	1.8	-0.59	1307	0.7	-3.6	-4.2	710	x	25.2%
O=C(O)c1cccc(NC(CNS(=O)(=O)c2ccc(Cl)cc2)c2ccccc2)c1 (stereo not drawn)	2.0	1.2	1.9	-0.248	-0.221	0.454	-0.298	2.3	877	i	-21.4	-0.72	1694	2.0	-3.9	4.2	677	i	-2.9%
Cc1ccc(C)c2[nH]c(=O)c(CCNS(=O)(=O)c3ccccc3)cc12	5.4	1.2	6.0	0.131	-0.22	0.219	0.192	-2.2	1097	i	8.3	0.54	2098	8.3	-1.7	-2.3	672	i	10.5%
Cc1cccc(-c2noc(CN(C(=O)c3c(-c4ccccc4Cl)noc3C)C(C)C)n2)c1	5.9	2.5	7.3	0.0354	-0.213	0.306	-0.128	x	x	i	5.4	-0.35	1072	38.3	5.6	x	x	i	-1.4%
Cc1ccc(OS(=O)(=O)c2ccc(-c3csc(C)n3)s2)c(C)c1	x	x	x	-0.629	-0.262	0.0707	1.2	1.0	1276	x	x	0.11	1090	x	x	-19.6	658	i	5.8%
CCN(C(=S)Nc1ccc(OC(F)F)cc1)C1CCCCC1	3.4	2.4	6.6	-0.00908	-0.195	0.00581	-0.594	0.4	1077	i	-8.7	0.03	1333	4.3	-26.1	36.9	690	i	8.2%
CCOc1ccc(N(CC)C(=O)COc2cc(=O)n(C)c3ccccc23)cc1	4.7	2.9	6.2	-0.969	-0.176	-0.133	0.302	-4.7	1145	i	15.7	-0.7	1868	3.1	-0.3	u	x	i	12.2%
COC(=O)c1cc(NC(=O)c2cccc(C(F)(F)F)c2)c(=O)oc1C	1.5	3.2	7.2	-1.08	-0.331	-0.164	0.278	-1.1	1056	i	-8.4	1.7	1321	13.1	3.7	6.9	755	i	12.3%

The list continues:
molecule	MT stabilize HCS	MT stabilize HCS Hoechst-high %	MT stabilize HCS cytotoxicity %	Dynein transport	Dynein transport cytoplasmic EGFP	Dynein transport nuclear GR-EGFP	Dynein transport cell count	b-catenin transl	b-catenin transl cell count 5 µM	Autophagy mod	Autophagy mod cell loss 18 h	Insulin prom up	Insulin prom up cell count	WT yeast gro inh	WT yeast gro inh mutant strain	Lipid droplet	Lipid droplet cells 6.5 µM	Yfh1-off respiration	HEK293 NOD2/NF-kB
COc1cc(NC(=O)Cc2ccc(F)cc2)cc(OC)c1OC	4.7	1.6	6.7	-0.0987	-0.329	-0.225	0.394	-0.5	1048	i	3.1	0.48	1179	-11.9	3.2	1.8	735	i	5.6%
CCCCOC(=O)C1=C(C)Nc2ncnn2C1c1ccc(OCC)c(OC)c1 (stereo not drawn)	2.7	1.6	4.3	-0.125	-0.22	0.106	0.588	0.1	1318	i	-8.7	-0.99	1288	-9.3	-8.2	x	x	i	-1.0%
COc1ccccc1OCc1ccc(C(=O)NN)cc1	2.0	1.5	1.9	-0.0613	-0.00329	0.0516	0.233	0.3	1156	i	-7.7	-0.35	882	4.7	4.4	8.6	756	i	45.6%
O=C(CNC(=S)N(CCCN1CCOCC1)Cc1cccs1)NCCN1CCOCC1	5.7	3.0	10.0	0.898	-0.215	0.505	-0.334	-0.6	1079	i	2.5	x	x	-9.1	4.6	-5.7	482	i	1.0%
Cc1c(NC(=S)N/N=C/c2ccc(Br)cc2)c(=O)n(-c2ccccc2)n1C	x	x	x	0.573	-0.104	0.833	-0.0595	-0.2	1269	x	x	x	x	x	x	13.3	718	x	15.4%
C=CCOc1ccc(/C(O)=C2\C(=O)C(=O)N(CCOC)C2c2cccnc2)cc1 (stereo not drawn)	2.1	2.2	10.1	-1.03	-0.159	0.0995	0.531	1.1	822	i	-0.8	0.43	1522	-13.4	-8.3	8.9	692	i	12.2%
COc1ccc(NC(=O)CSc2nc3sc(C)c(C)c3c(=O)n2Cc2ccco2)cc1	10.0	5.9	4.3	-0.447	-0.204	0.0197	0.0315	0.3	1155	i	4.0	x	x	6.2	9.5	x	x	i	13.7%
OCCNc1nc(N2CCN(Cc3ccccc3)CC2)nc2ccccc12	1.3	2.0	10.8	-0.273	-0.215	-0.146	0.245	-4.8	992	i	-16.1	-1.09	1127	10.6	15.9	x	x	i	-5.7%
CCOc1cc(NC(=O)c2ccccn2)c(OCC)cc1NC(=O)c1ccc(OC)cc1	1.3	1.5	5.7	0.106	-0.271	0.319	-0.278	3.5	1103	i	23.7	-0.89	1805	-6.6	-13.6	-3.4	679	i	14.2%
CC1CC(C)(C)NC(=S)N1CCCC(=O)Nc1ccccc1F (stereo not drawn)	4.0	2.2	4.9	-1.09	-0.159	-0.724	1.61	-1.2	1134	i	0.2	0.08	1302	-13.2	-4.2	11.6	689	i	10.3%
CCOC(=O)c1c(C)c(C(=O)N2CCc3ccccc3C2)c(C)n1CC	11.7	49.9	35.6	0.499	0.0886	1.06	-0.692	0.5	1417	i	5.7	-1.49	1375	x	x	x	x	i	-6.5%
Nc1ccc2nc(N3CCOCC3)sc2c1	3.6	3.4	4.4	-0.373	-0.292	0.16	0.307	6.9	978	i	2.0	-0.34	1295	0.3	7.9	-1.7	668	i	-16.0%
O=C(/C=C/c1ccc(Br)o1)NCc1ccccc1	1.9	1.3	3.6	-0.838	-0.105	-0.306	0.25	0.7	1531	i	-35.9	0.1	1454	10.5	7.0	-5.4	684	i	-17.5%
N/C(=N\OC(=O)Cc1ccccc1[N+](=O)[O-])c1ccc(Br)cc1	4.2	2.6	7.8	-0.21	-0.132	0.0223	0.444	-0.8	1593	i	8.3	-0.1	1339	-3.9	-3.0	7.6	722	i	-36.7%
CC1=CN2C(=N)/C(=C/c3cn(CCCOc4ccccc4C)c4ccccc34)C(=O)N=C2S1	1.5	1.8	3.7	-0.18	-0.311	-0.348	0.312	-0.5	907	i	-7.1	0.6	1323	0.1	-12.6	-1.2	658	i	-83.6%
O=C(CSc1nc2ccc(Cl)cc2[nH]1)NCCc1ccccc1	2.2	3.2	6.9	-0.751	-0.23	-0.554	0.911	1.0	556	i	-8.4	0.37	1368	-11.4	-10.5	-1.9	590	i	-4.1%
O=C(c1cccs1)n1nc(-c2cccnc2)nc1NCc1ccco1	1.9	1.7	3.0	1.73	-0.23	1.87	-2.23	4.9	987	i	2.7	1.38	1556	1.9	2.1	-6.5	679	i	6.6%
O=C(O)c1ccc(N/N=C/c2ccc(F)c(F)c2)cc1	2.9	3.6	9.6	0.771	-0.238	0.318	-0.127	-1.6	1071	i	2.8	0.26	1382	-22.5	-3.4	-10.3	668	i	-116.1%

Compound activity (PubChem)
